# 14-3-3g Raf: modulators of 14-3-3 gamma protein binding, primary screen, biochemical, fluorescence polarization. 14-3-3 protein gamma (Homo sapiens), P61981. FP, 14-3-3gamma / TMR-pS259-Raf peptide binding. inhibition, % at 40 µM. 160,000 tested, 0.19% active. AID 422, 2006; in the data active = inhibition above about 30%;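 also: 0% = protein plus tracer without compound and 100% = blank with tracer alone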
# Target sequence (P61981 whole entry, looked up): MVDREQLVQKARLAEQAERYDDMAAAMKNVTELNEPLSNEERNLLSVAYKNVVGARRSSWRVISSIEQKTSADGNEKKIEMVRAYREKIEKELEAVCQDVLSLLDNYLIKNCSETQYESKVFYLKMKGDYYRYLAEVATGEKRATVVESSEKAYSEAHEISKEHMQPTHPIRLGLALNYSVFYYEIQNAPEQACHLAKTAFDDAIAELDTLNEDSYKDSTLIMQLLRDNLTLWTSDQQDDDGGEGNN
# * marks the source's active call; other numbers are inactive results; & = joins results of further samples. An excerpt. The share of hits here may be higher or lower than overall.
nr	canonical_smiles	14-3-3g Raf
1	COc1ccc2[nH]c(=O)c(CN(C(=O)c3ccncc3)C(C)(C)C)cc2c1	-1
2	Fc1ccc(-c2nnc(NC3=NCCCCC3)o2)cc1	1
3	O=c1ccc(S(=O)(=O)N2CCC(Cc3ccccc3)CC2)c[nH]1	1
4	CN1CC2([N+](=O)[O-])CC=C(OCCCl)C([N+](=O)[O-])(C1)C2 (stereo not drawn)	3
5	Cc1cc(NC(=O)CN(C)C)c2ccccc2n1	-5
6	COC(=O)c1cccc(NC(=O)CSc2nnnn2C)c1	8
7	CN1CCN(C(=O)c2cccc(COc3cc(Cl)ccc3Cl)c2)CC1	-7
8	CCc1ccc(C2=CC(c3ccc(OC)c(OC)c3OC)n3nnnc3N2)cc1 (stereo not drawn)	-1
9	O=C(NCc1ccccc1F)C1CCCN(C(=O)NC2CCCCC2)C1 (stereo not drawn)	4
10	Cc1nnc(SCCn2c(N(C)Cc3ccccc3)nc3c2c(=O)[nH]c(=O)n3C)s1	-4
11	Cc1cc(NC(=O)CCc2ccc(C)o2)no1	-2
12	COc1ccc(C2C(C(=O)OCCOc3ccccc3)=C(C)NC3=C2C(=O)CCC3)cc1OC (stereo not drawn)	-2
13	O=C(NCCN1CCOCC1)C(=O)Nc1ccccc1F	1
14	CN(C)c1ccc(O)c2c1CC1CC3[C@@H](N(C)C)C(=O)C(C(N)=O)=C(O)[C@]3(O)C(=O)C1=C2O (stereo partly drawn)	0
15	COc1cc(C2Nc3ccc4ncccc4c3C3=C2C(=O)CCC3)ccc1OC(=O)CCOc1ccc(C)cc1 (stereo not drawn)	12
16	O=c1[nH]c(=O)n([C@H]2C[C@H](O)[C@@H](CO)O2)cc1Br	-5
17	O=C(CCS(=O)(=O)c1cccc2nsnc12)N1CCCCCC1	1
18	O=C1C2C(c3ccccc3Cl)OC3(C(=O)c4ccccc4C3=O)C2C(=O)N1c1ccccc1C(F)(F)F (stereo not drawn)	-6
19	COc1ccc(NC(=O)CSc2nc3ccccc3c3nc4ccccc4n23)c(OC)c1	-7
20	COc1ccc2nc(N3CCCC(C(=O)NCc4ccco4)C3)sc2c1 (stereo not drawn)	-3
21	Cc1nc(SCCOc2ccccc2)sc1C(=O)Nc1ccccc1	-12
22	Cc1nn(C(=O)c2ccc(F)cc2)c(C)c1Sc1ccc(Cl)cc1	-7
23	Cc1cc(C)cc(N2CCCn3c2nc2c3c(=O)n(CC(=O)OCc3ccccc3)c(=O)n2C)c1	-7
24	Cc1ccc(C2Nc3ccccc3C(=O)N2Cc2ccco2)cc1 (stereo not drawn)	-12
25	C=CCc1cccc2cc(C(=O)N(C)C)c(=O)oc12	-7&-4
26	CCCCOc1ccc(-c2nc3ncccn3c2NC2CCCCC2)cc1	-8
27	CCN(CC)C(=O)Cn1cnc2scc(-c3ccccc3)c2c1=O	-15
28	COc1ccccc1Nc1nc(N)nc(CSc2nncn2C)n1	2
29	O=C(c1ccccc1)c1cccc(NC(=O)c2ccco2)c1	-1
30	CC(=O)C1C(c2ccc(Br)cc2)c2c(noc2C)CC1(C)O (stereo not drawn)	-2
31	CCOC(=O)c1sc(NC(=O)CCN2CCOCC2)c(C(=O)OCC)c1C	6
32	CS(=O)(=O)Nn1cnc2ccccc2c1=O	-2
33	COc1ccc2nc(C)cc(N3CCOCC3)c2c1	-7
34	COc1ccc2ccc(Oc3ncccn3)cc2c1	-8
35	CC(C)C(=O)N1c2ccccc2NC2=C(C(=O)CC(c3ccccc3)C2)C1c1ccc(F)cc1 (stereo not drawn)	5
36	O=C(NCc1ccc(F)cc1)c1c(O)c2cccc3c2n(c1=O)CCC3	-6
37	CC1CCCCN1S(=O)(=O)c1cccc2cccnc12 (stereo not drawn)	-5
38	O=C(c1cccn2c(=O)c3cc4ccccc4cc3nc12)N1CCOCC1	-8
39	CCOC(=O)c1cnc(-n2nc(C)cc2C)nc1NC	1
40	Cc1ccc(NC(=O)CN2C(=O)c3ccccc3Sc3ccc(C(=O)N4CCCC4)cc32)cc1	-41
41	CC(C)NC(=O)COC(=O)c1ccc(O)cc1	3
42	Cc1ccc2cc3cc(C(=O)NCCN4CCN(Cc5ccccc5)CC4)oc3nc2c1	-21
43	COc1ccc(C2CC(=O)C3=C(C2)Nc2ccccc2N(C(C)=O)C3c2cccc(F)c2)cc1 (stereo not drawn)	-5
44	C#CCOC(=O)CCCC(=O)Nc1ccc(C)cc1	-5
45	Cc1cc(C)cc(OCC(=O)Nc2ccc(S(=O)(=O)Nc3ncccn3)cc2)c1	1
46	CCCC(=O)OCCn1c(Br)nc2c1c(=O)[nH]c(=O)n2C	3
47	CS(=O)(=O)N(Cc1nc2sc3c(c2c(=O)[nH]1)CCCC3)C1CCCCC1	-10
48	O=C(CSc1nc2ccccc2[nH]1)Nc1ccccc1N1CCOCC1	-19
49	COc1ccccc1CNS(=O)(=O)c1cccc2nonc12	-7
50	O=C(c1ccco1)N1CCN(S(=O)(=O)c2ccc3c(c2)OCCO3)CC1	-6
51	C=CCSC1=C(C#N)C(c2cc(Br)c(O)c(OC)c2)CC(=O)N1 (stereo not drawn)	7
52	COc1cc2c(cc1OC)-c1cc(=Nc3c(C)cc(C)cc3C)n(C)c(=O)n1CC2	0
53	O=C(Nc1ccc([N+](=O)[O-])cc1)c1cccc(C(=O)Nc2ccc([N+](=O)[O-])cc2)c1	-3
54	O=C(NCCN1Cc2ccccc2C1=O)c1cccs1	-4
55	O=C(O)CCCC(=O)Nc1ccccn1	-2
56	CCN1CCCC1CNC(=O)c1ccc2c(=O)n(Cc3ccc(OC)cc3)c(=S)[nH]c2c1 (stereo not drawn)	-20
57	CCN(CC)C(=O)Cn1c(=O)n(-c2ccccc2)c(=O)c2c3c(sc21)CCCC3	2
58	O=C(CCN1C(=O)c2cccnc2C1=O)NC1CCCCCC1	-3&1
59	COc1ccc2nc(NC(=O)CSc3ccccn3)sc2c1	-7
60	CCOC(=O)C1=C(C)NC2=C(C(=O)CC(C)(C)C2)C1c1ccc(OC)cc1 (stereo not drawn)	-10

# Later entries
nr	canonical_smiles	14-3-3g Raf
61	Cn1nnc2cc(NC(=O)NCc3ccc4c(c3)OCO4)ccc21	-9
62	O=C1c2ccccc2-c2c(Nc3ccccc3)c(=O)[nH]c3cccc1c23	92*
63	COC(=O)c1ccc2c(=O)n(CCCCCC(=O)O)c(=O)[nH]c2c1	-1
64	C=CCN1CC2CC3(COc4cc(C)cc(C)c4)C=CC2(O3)C1=O (stereo not drawn)	-8
65	CCOC(=O)c1c(C)n(-c2ccccc2)c2c1cc(OC(=O)c1ccco1)c1ccccc12	0
66	O=C1c2ccc(Oc3ccc([N+](=O)[O-])cc3)cc2C(=O)N1c1ccccn1	-2
67	CCSc1nnc(NC(=O)c2ccco2)s1	-4
68	CSc1nc2c(c(=O)[nH]c(=O)n2C)n1C/C=C(\C)Cl	-8
69	Cc1cc(=O)oc(C)c1C(=O)NCCNC(=O)c1c(C)cc(=O)oc1C	6
70	O=C(Nc1cccc(-c2nc3ncccc3o2)c1)c1sc2ccccc2c1Cl	-1
71	COCCn1c(SCC(=O)N2CCCc3ccccc32)nc2ccccc2c1=O	-1
72	CCOC(=O)c1ccc(NS(=O)(=O)c2ccc3c(c2)CCN3C(=O)CC)cc1	-1
73	CC1=C(C(=O)Nc2ccccn2)C(c2ccccc2)n2ncnc2N1 (stereo not drawn)	0
74	C(=CCN1CCCCC1)CN1CCCCC1	-5
75	O=S1(=O)C=C(Oc2ccc(F)cc2)c2ccccc21	-2
76	COCCNC(=O)C(=O)Nc1cc(Cl)ccc1OC	2
77	COc1cc(C(=O)COC(=O)Cc2cnc3sccn23)cc(OC)c1OC	0
78	O=c1c2ccccc2nc(-c2ccoc2)n1CCc1ccccc1	-5
79	CCCN1C(=O)C(O)(CC(=O)c2ccco2)c2cc(Br)ccc21 (stereo not drawn)	3
80	COc1ccc(Br)c2c1-c1nc(N=Cc3ccc(C)cc3)sc1C2	-3
81	Cc1cccc2oc(-c3cc(N=Cc4cccc([N+](=O)[O-])c4)ccc3O)nc12	-24
82	Cc1ccc(-c2nc(N(C)CCc3ccccn3)c3ccccc3n2)cc1	-5
83	COC(=O)C1=C(N)OC2=C(C(=O)CC(C)(C)C2)C1c1cc(Br)ccc1OC (stereo not drawn)	2
84	O=C(Nc1ccccc1C(F)(F)F)C1CC(=O)N(c2ccccc2Cl)C1 (stereo not drawn)	-9
85	O=C(O)c1ccccc1SC1CC(=O)N(c2cccc(C(F)(F)F)c2)C1=O (stereo not drawn)	-3
86	Cc1noc(C)c1COC(=O)c1cc2c(C)nn(-c3ccc(F)cc3)c2s1	-1
87	CC1(C)CC(=O)C2=C(C1)Nc1c(c(=O)[nH]c(=O)n1Cc1ccccc1)C2c1ccc(O)cc1 (stereo not drawn)	0
88	Cc1ccc2c(c1)N(CC(=O)NCCc1c[nH]c3ccccc13)C(=O)CO2	5
89	Cc1cc(I)ccc1N1C(=O)C2C3c4ccccc4C(CO)(c4ccccc43)C2C1=O (stereo not drawn)	2
90	COCCCN1C(=O)C(=O)/C(=C(/O)c2ccc(C)cc2)C1c1ccc(OC)cc1 (stereo not drawn)	2

# In a second layout: 6 of the compounds above
cpd	14-3-3g Raf	Compound
79	3	CCCN1C(=O)C(O)(CC(=O)c2ccco2)c2cc(Br)ccc21 (stereo not drawn)
64	-8	C=CCN1CC2CC3(COc4cc(C)cc(C)c4)C=CC2(O3)C1=O (stereo not drawn)
78	-5	O=c1c2ccccc2nc(-c2ccoc2)n1CCc1ccccc1
86	-1	Cc1noc(C)c1COC(=O)c1cc2c(C)nn(-c3ccc(F)cc3)c2s1
73	0	CC1=C(C(=O)Nc2ccccn2)C(c2ccccc2)n2ncnc2N1 (stereo not drawn)
87	0	CC1(C)CC(=O)C2=C(C1)Nc1c(c(=O)[nH]c(=O)n1Cc1ccccc1)C2c1ccc(O)cc1 (stereo not drawn)

# Structural class: the entries above with a COOH group (3)
nr	canonical_smiles	14-3-3g Raf
55	O=C(O)CCCC(=O)Nc1ccccn1	-2
63	COC(=O)c1ccc2c(=O)n(CCCCCC(=O)O)c(=O)[nH]c2c1	-1
85	O=C(O)c1ccccc1SC1CC(=O)N(c2cccc(C(F)(F)F)c2)C1=O (stereo not drawn)	-3

# Going on with the list:
nr	canonical_smiles	14-3-3g Raf
91	O=C(NC1CCCCC1)c1nn2c(C(F)(F)F)cc(-c3ccccc3)nc2c1Br	-7
92	CCOC(=O)N1CCN(C(=O)c2ccc3nc4cc(Cl)ccc4c(=O)n3c2)CC1	-9
93	CC(C(=O)NCCc1ccc(Cl)cc1)C1Sc2ccccc2NC1=O (stereo not drawn)	-7
94	CCCOc1ccc(CSC(=N)N)cc1Br	-1
95	O=C(O)c1[nH]c2ccccc2c1CC(=O)N1CCC(Cc2ccccc2)CC1	3
96	Cc1ccc(NC(=O)Cc2cn3ccsc3n2)nc1	4
97	CCOC(=O)c1cnc2c(OC)cccc2c1Nc1cccc(OC)c1	-10
98	O=C(CN1C(=O)c2ccccc2S1(=O)=O)NCCSCc1ccco1	2
99	O=C(O)c1ccc(Cl)c(S(=O)(=O)NCc2ccccc2)c1	-2
100	CC(=O)c1c(C)oc2c(Cl)cc(NS(=O)(=O)c3ccc(Br)cc3)cc12	-5
101	Cc1nn(C)c(C)c1S(=O)(=O)NCCc1ccc(S(N)(=O)=O)cc1	-2
102	CCN(CC)c1ccc(-c2nn3c(-c4ccccc4OC)nnc3s2)cc1	-5
103	CC1(C)CC2CC(C)(CN2C(=O)c2cccs2)C1 (stereo not drawn)	-1
104	CCC(=O)Nc1nnc(-c2ccc(OC)cc2)o1	-3
105	Cc1ccc(Oc2nc3c(c(=O)n(Cc4ccccc4Cl)c(=O)n3C)n2C)cc1C	1
106	N#Cc1ccc(Oc2ccc(I)cc2)c([N+](=O)[O-])c1	-5
107	O=CNc1ccccc1Oc1ccccc1	-5
108	O=C(NC(Nc1cccnc1Cl)(C(F)(F)F)C(F)(F)F)c1ccccc1	0
109	O=C(CSc1ncnc2sc3c(c12)CCCC3)c1ccco1	-4&-23
110	O=C(NCCc1ccccc1)c1ccc(N2CCCCC2)c([N+](=O)[O-])c1	-1
111	OCCN1CCN(c2ncnc3nc[nH]c23)CC1	3
112	CN(C(=O)CCN1C(=O)c2ccccc2C1=O)C1CCCCC1	-10
113	COc1ccc(S(=O)(=O)N(Cc2ccccc2)Cc2nc(-c3ccccc3)no2)cc1	-12
114	O=C(Oc1ccc2c(c1)OCO2)c1cc2c(s1)CCC2	-8
115	Cc1ccc(OCC2CNC(=O)O2)cc1 (stereo not drawn)	-6
116	COc1ccc(OC)c(NC(=O)c2cc(-c3ccc(C)cc3O)n[nH]2)c1	-10
117	COc1ccccc1NC(=O)C1=C(C)NC2=C(C(=O)CCC2)C1c1ccc(C)o1 (stereo not drawn)	-3
118	O=C1c2cc(N3CCOCC3)c([N+](=O)[O-])cc2C(=O)N1c1ccc2c(c1)OCO2	-23
119	N#CC1=C(N)NC(SCc2ccc(F)cc2)=C(C#N)C12CCCCC2	-6
120	COc1ccc(C(=O)Nc2ccc(S(=O)(=O)Nc3nccc(C)n3)cc2)cc1OC	0
121	CCCS(=O)(=O)N1CCC(C(=O)N2CCC(Cc3ccccc3)CC2)CC1	-2&3
122	CC1(C(=O)O)NC(c2cc(Br)ccc2O)C2C(=O)N(c3cccc4ccccc34)C(=O)C21 (stereo not drawn)	6
123	COc1ccc(N2CC(C(=O)Nc3ccc(NC(C)=O)cc3)CC2=O)cc1 (stereo not drawn)	-3
124	CN1C(=O)c2ccccc2N(C)C1c1ccc2c(c1)OCO2 (stereo not drawn)	-5
125	Cc1ccc2cc(C(N)=O)c(=N)oc2c1	7
126	CC(C)CC(OC(=O)c1ccco1)C(=O)NCC1CCCO1 (stereo not drawn)	-5
127	CCOc1ccccc1CN(CCc1ccc2c(c1)OCO2)Cc1ccccn1	-3

# 14-3-3g Raf: entries above that show a hit.
nr	canonical_smiles	14-3-3g Raf
62	O=C1c2ccccc2-c2c(Nc3ccccc3)c(=O)[nH]c3cccc1c23	92*
